Scp1 inh = blocks human Scp-1 phosphatase activity; Recombinant Scp1, phosphopeptide, malachite green phosphate absorbance; inhibition, % at 20 µM; 340,000 tested, 0.88% active; AID 493091;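 active = inhibition above about 50% at 20 µM, limit read from the data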;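 also: plate controls were DMSO wells with enzyme for no effect and wells lacking enzyme for full effect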
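Test system: SCP-1 phosphatase catalytic domain, residues 76-261 | Compound dosing: One concentration, 20 µM, with 1.0% DMSO | Schedule: 45 min room-temperature reaction, 5 min colour, 30 min stabiliser | Detection: Absorbance at 630 nm | Read-out basis: % inhibition of SCP-1 phosphate liberation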
NadD inh = inhibitors of Staphylococcus aureus NadD | purified NadD enzyme, colorimetric absorbance read-out | inhibition, % at 20 µM | 360,000 tested, 0.78% active; in the data active = inhibition above about 26%; also: some compounds past the cut are filed as inactive
DNMT1 block = inhibitors of human DNMT1. 360,000 tested, 0.83% active. inhibition (reported as % activation of signal), % at 10 µM. P26358. DNMT1 molecular beacon, Hinp1I cleavage, fluorescence. AID 588458; in the data active = inhibition above about 50%
Neddyl block = inhibitors of human cullin neddylation. 360,000 tested, 0.58% active. TR-FRET cullin neddylation, biochemical. calls only at 25 µM. AID 651699; in the data active = inhibition above about 36%
STEP inh = STEP (human) phosphatase inhibition; recombinant STEP, OMFP fluorogenic substrate, fluorescence; inhibition, % at 20 µM; 360,000 tested, 0.25% active;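 active = inhibition at 20 µM, scaled per plate between control wells, above about 37%, limit read from the data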;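 also: 0% = DMSO with enzyme and substrate and 100% = substrate only without enzyme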
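Material: STEP (striatal-enriched tyrosine phosphatase) enzyme, cell-free; Compound dosing: 20 µM single dose in 1% DMSO; Technique: fluorescence read at 480 nm ex / 540 nm em; Times: reaction 20 min, ambient temperature; Medium: 50 mM Bis-Tris pH 6.0 with 2.5 mM DTT and 0.005% Tween 20; Also added: OMFP at 25 µM.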
Tb MetRS inh = Trypanosoma brucei MetRS inhibition; inhibition, % at 11.9 µM; purified T. brucei MetRS, ATP depletion, Kinase-Glo luminescence; 360,000 tested, 0.4% active;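 active = inhibition above a per-plate cutoff of the control wells' mean inhibition plus 3 SD, cut at about 5.5% in these data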;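 also: 0% = DMSO wells median and 100% = median of wells with control inhibitor compound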
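assay system = parasite MetRS enzyme | timing = 15 min preincubation, 2 h reaction, all 25 °C | evaluation = percent inhibition relative to median high and low control wells | medium = HEPES buffer containing pyrophosphatase, BSA, spermine, DTT | compound = single dose, 11.9 µM final nominal, 0.9% final DMSO | detection = Kinase-Glo luminescence, ATP depletion format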
LMPTP inh = LMPTP (human) inhibition. P24666. recombinant LMPTP-A, OMFP fluorogenic substrate, fluorescence intensity. inhibition, % at 20 µM. 360,000 tested, 0.22% active;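 active = compounds that cut the enzyme signal by at least half of the control window in the single-dose screen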;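 also: plate controls were DMSO wells with enzyme plus substrate for no effect and substrate without enzyme for full effect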
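Test system – LMPTP-A phosphatase enzyme · Quantity – 0.625 nM LMPTP-A final · Reagent – OMFP substrate, 400 µM final · Dosing – one test concentration per compound, 20 µM, with 3% DMSO overall · Timing – 50 min enzyme reaction at room temperature, protected from light · Detection – fluorescence intensity · Controls – substrate-only low control, DMSO enzyme-plus-substrate high control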
SKN-1 block = C. elegans SKN-1 inhibition. C. elegans VP596 Pgst-4::GFP/RFP ratio, acrylamide-induced, 24 h. inhibition, % at 21.8 µM. 360,000 tested, 0.49% active;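 active = interference check ratio from 0.5 to 1.5 plus GFP to RFP signal ratio inhibition reaching or exceeding a fixed threshold, cut at about 30% in these data, passing the limit was not always enough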; also: some compounds called inactive have numbers as strong as hits
SUMO1 PPI mod = SUMO1-SIM interaction modulation. SUMO1 binding to a labelled peptide, TR-FRET, 1 h. inhibition, % at 20 µM. 360,000 tested, 0.33% active. AID 602429; in the data active = inhibition above about 37%
Target sequence (P63165 whole entry, looked up): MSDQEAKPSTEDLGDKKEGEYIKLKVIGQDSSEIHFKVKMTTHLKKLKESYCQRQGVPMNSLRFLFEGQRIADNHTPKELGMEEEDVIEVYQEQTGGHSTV
NRP1-CendR mod = alters CendR peptide binding to human NRP-1; 360,000 tested, 0.85% active; inhibition, % at 25 µM; FAM-RPARPAR peptide binding to NRP-1, fluorescence polarization; AID 602438;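 active = inhibition or corrected inhibition above about 18%, plus a signal ratio from 0.5 to 1.5, limit read from the data, passing the limit was not always enough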; also: strong numbers were not always called active
Target sequence (O14786 whole entry, looked up): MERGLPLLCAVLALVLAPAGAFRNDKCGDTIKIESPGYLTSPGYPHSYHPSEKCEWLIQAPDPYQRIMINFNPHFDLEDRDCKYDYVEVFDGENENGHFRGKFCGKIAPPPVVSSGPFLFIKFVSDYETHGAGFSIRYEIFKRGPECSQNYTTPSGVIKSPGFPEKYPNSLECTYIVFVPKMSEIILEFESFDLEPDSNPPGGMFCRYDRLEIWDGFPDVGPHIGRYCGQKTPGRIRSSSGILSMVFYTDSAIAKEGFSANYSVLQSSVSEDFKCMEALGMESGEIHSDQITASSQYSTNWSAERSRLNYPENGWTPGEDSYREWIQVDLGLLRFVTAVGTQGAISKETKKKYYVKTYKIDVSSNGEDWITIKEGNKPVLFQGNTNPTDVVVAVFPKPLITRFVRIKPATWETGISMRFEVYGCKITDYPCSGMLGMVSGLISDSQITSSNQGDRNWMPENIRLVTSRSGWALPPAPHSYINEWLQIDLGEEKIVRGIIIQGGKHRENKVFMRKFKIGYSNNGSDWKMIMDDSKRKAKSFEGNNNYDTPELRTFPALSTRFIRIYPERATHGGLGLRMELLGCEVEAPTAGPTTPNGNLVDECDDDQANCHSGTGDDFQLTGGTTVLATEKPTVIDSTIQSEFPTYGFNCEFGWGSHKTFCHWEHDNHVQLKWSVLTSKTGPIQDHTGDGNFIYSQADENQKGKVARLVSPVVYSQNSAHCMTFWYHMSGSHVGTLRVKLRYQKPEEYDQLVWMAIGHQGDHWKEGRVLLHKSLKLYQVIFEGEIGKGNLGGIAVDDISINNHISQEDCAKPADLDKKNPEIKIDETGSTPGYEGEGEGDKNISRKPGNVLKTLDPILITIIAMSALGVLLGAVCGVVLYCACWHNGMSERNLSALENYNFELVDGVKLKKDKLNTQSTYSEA
Numbers without * were called inactive; i = inactive; · = no result given.

Tb MetRS inh,NRP1-CendR mod,LMPTP inh,STEP inh,DNMT1 block,SUMO1 PPI mod,Neddyl block,NadD inh,SKN-1 block,Scp1 inh,Structure
-0.5,14,-0.5,13,-3,1,i,-5,8,3,Cc1cc(C(F)(F)F)nn1Cc1n[nH]c(=S)n1-c1cccc(Cl)c1
-0.8,3,-1.5,3,9,2,i,13,-17,0,CCOC(=O)c1c(CSC(=N)N)n(-c2ccc(C)cc2)c2cc(Br)c(OC(C)=O)cc12
-0.1,-7,0.1,1,-6,5,i,5,4,0,O=C(NCc1cccnc1)C(=O)Nc1cc2c3c(c1)CC(=O)N3CCC2
-0.1,-2,-1.1,-2,-1,1,i,-8,5,-6,CC(C)(CO)Nc1nc(N2CCCC2)nc(N2CCCC2)n1
0.3,-14,-2.6,15,-1,-2,i,-12,1,-7,CC(C)CCN(C(=S)Nc1cccc(F)c1)C1CCN(C(C)C)CC1
-0.6,10,-0.1,-1,4,-11,i,-1,-6,-2,CCc1ccc(-c2cc(C)no2)cc1S(=O)(=O)Nc1cc(C)ccn1
0.4,-8,-0.6,5,0,1,i,-2,-18,-4,CCOC(=O)CC(=O)c1cc(OC)c(OC)c(OC)c1
0.0,-15,-1.4,2,1,0,i,0,4,2,CCC1(CC)Cc2ccccc2C(C2=C(O)CC(C)(C)CC2=O)=N1
-0.4,3,-0.2,2,2,1,i,3,16,-6,Cc1cc(NC(=O)C(C)SCC(=O)Nc2ccccc2C(C)(C)C)no1 (centres undefined)
-1.1,1,1.4,0,-1,-14,i,4,-1,-4,CCOc1ccc(-n2c(SCC(=O)Nc3ccc(OC)cc3)nc3c(c2=O)SCC3)cc1
-0.4,-23,2.9,0,11,1,i,14,4,2,COC(=O)c1cccc(C23CC4(C2)[C@H](CN(Cc2cccnc2)[C@@H]4c2ccccc2)C3c2ccccc2)c1 (some centres undefined)
-1.0,1,-0.3,-5,13,1,i,-1,6,-2,O=C(OCC(=O)N1CCOCC1)c1ccc2c(c1)OCCO2

Going on with the list.
Tb MetRS inh,NRP1-CendR mod,LMPTP inh,STEP inh,DNMT1 block,SUMO1 PPI mod,Neddyl block,NadD inh,SKN-1 block,Scp1 inh,Structure
-0.6,6,-1.2,10,5,3,i,-3,-4,5,Cn1c(SCC(=O)NNC(=O)c2ccccc2Br)nnc1C(F)(F)F
1.2,-14,-0.5,-3,0,-6,i,-4,12,-4,COC(=O)C1C(=O)c2c([nH]c(C(=O)OC3CCCCCC3)c2C)CC1C (centres undefined)
-0.4,0,-0.5,-2,-1,-4,i,-7,-2,1,CSc1ccc(C(=O)C2CCCN(C(=O)c3cc(C)n(C)n3)C2)cc1 (centres undefined)
-0.7,0,-0.7,0,-5,-6,i,-2,1,-5,CC(=O)C1=C(c2ccccc2)OC(N)=C(C#N)C1c1ccccc1F (centres undefined)
-1.1,7,-0.6,1,-3,15,i,10,-2,-4,CN(Cc1ccccc1)S(=O)(=O)c1nnc(NC(=O)c2ccc(F)cc2)s1
1.0,1,-1.4,5,5,4,i,1,-7,-3,O=C(Cn1ncc2c(=O)oc3ccccc3c21)NCCN1CCN(c2ccccc2F)CC1
0.4,-1,1.7,-1,3,2,i,-11,-6,·,OC[C@@H]1CN(Cc2ccc(Cl)cc2)C[C@H](n2cnc3c(NC4CC4)ncnc32)O1
-0.9,-2,0.0,0,3,-3,i,-3,6,-1,C=CCNC(=O)CN(c1ccc(F)c(Cl)c1)S(C)(=O)=O
0.1,-7,-1.9,-3,0,2,i,-1,-8,-11,CCC(C)NC(=O)CN1C(=O)C(CC)Sc2ccccc21 (centres undefined)
-0.1,3,0.1,1,4,2,i,-2,0,-5,COc1cccc(C(=O)NCC(c2cccs2)N2CCOCC2)c1 (centres undefined)
-0.2,11,0.2,0,-1,-1,i,-3,9,-6,O=C(Nc1ccc2c(c1)CCC2)c1cc(F)cc(F)c1
-2.0,7,-1.0,-2,-1,0,i,-3,-7,-2,O=C(c1ccc(S(=O)(=O)N2CCCCC2)cc1)N1CCN(c2ccccc2F)CC1

Other records:
Tb MetRS inh,NRP1-CendR mod,LMPTP inh,STEP inh,DNMT1 block,SUMO1 PPI mod,Neddyl block,NadD inh,SKN-1 block,Scp1 inh,Structure
0.2,8,-0.5,-2,-2,-17,i,6,21,18,O=C(CN1CCOCC1)N/N=C/c1ccc(-c2ccc(Br)cc2)o1
0.3,7,-1.3,2,6,2,i,-6,-10,-3,COc1cccc(CNC2CCCCCCC2)c1OC
-0.6,-13,67*,45*,62*,31,i,26,6,88*,CCOc1ccc(/C=C2\SC(=S)N(CCC(=O)Nc3ccc(C(=O)O)cc3)C2=O)cc1
-0.2,-1,-2.0,-4,3,-2,i,3,-12,-4,Cn1cnnc1SCC(=O)Nc1ccccc1C(=O)NC1CC1
-0.2,12,-2.0,-1,1,0,i,2,4,-15,COC(=O)c1c(-c2c(Cl)cccc2Cl)noc1NC(=O)NN1CCOCC1
-0.4,15,-0.2,-2,1,1,i,1,4,6,CN(CC(=O)Nc1ccccc1Cl)CC(=O)Nc1c(F)cccc1F
0.5,6,-0.7,0,3,-1,i,-9,8,-9,O=C(COC(=O)/C=C/c1ccc(Cl)cc1)NCCC1=CCCCC1
-0.8,9,0.2,1,-19,-2,i,6,6,0,c1ccc(-c2cn3nc4c(nc3n2)CCCC4)cc1
-0.3,-2,-0.3,2,-1,-7,i,-5,6,9,C/C(=N\OCC(=O)OCC(=O)NCc1ccccc1)c1ccc2c(c1)OCO2
-0.4,-3,-1.3,1,2,4,i,-8,11,-4,CCCCNC(=O)c1onc(CSc2cccc(OCC)c2)c1C(=O)O
-0.2,-10,0.5,-2,1,-3,i,-3,15,-1,CC(OC(=O)CNC(=O)c1ccc2ccccc2c1)C(=O)N(C)C1CCCCC1 (centres undefined)
-0.4,5,-1.1,-1,1,-2,i,0,16,-7,Cc1ccc(S(=O)(=O)NCc2nc3nc(C)cc(C)n3n2)c(C)c1

4 structures out of the list, ordered by formula weight, low to high:
Tb MetRS inh,NRP1-CendR mod,LMPTP inh,STEP inh,DNMT1 block,SUMO1 PPI mod,Neddyl block,NadD inh,SKN-1 block,Scp1 inh,Structure
-0.2,-1,-2.0,-4,3,-2,i,3,-12,-4,Cn1cnnc1SCC(=O)Nc1ccccc1C(=O)NC1CC1
-0.3,-2,-0.3,2,-1,-7,i,-5,6,9,C/C(=N\OCC(=O)OCC(=O)NCc1ccccc1)c1ccc2c(c1)OCO2
0.2,8,-0.5,-2,-2,-17,i,6,21,18,O=C(CN1CCOCC1)N/N=C/c1ccc(-c2ccc(Br)cc2)o1
-0.2,12,-2.0,-1,1,0,i,2,4,-15,COC(=O)c1c(-c2c(Cl)cccc2Cl)noc1NC(=O)NN1CCOCC1

Further results follow.
Tb MetRS inh,NRP1-CendR mod,LMPTP inh,STEP inh,DNMT1 block,SUMO1 PPI mod,Neddyl block,NadD inh,SKN-1 block,Scp1 inh,Structure
-0.3,0,0.0,2,3,-7,i,5,6,-6,CC(OC(=O)Cc1ccccc1[N+](=O)[O-])C(=O)NC(=O)NC1CCCCC1 (centres undefined)
-1.1,-12,-1.9,0,-6,-10,i,9,-6,-5,N#C/C(=C\c1ccccc1)C(=O)Nc1cccnc1
-0.5,1,-1.5,-3,2,-1,i,-8,-4,-6,CC(C)N(Cc1nccn1C)C(=O)c1ccc(OC2CCN(C(=O)C3CC3)CC2)cc1
-0.8,-1,2.8,-1,-14,-2,i,-4,-12,1,Cc1ccn2c(-c3csc(NCc4ccco4)n3)c(C)nc2c1
-0.2,13,0.4,0,1,7,i,6,-9,0,O=C(c1ccc(Cl)c(S(=O)(=O)N2CCCCC2)c1)N1CCN(Cc2ccccc2)CC1
-2.0,3,-2.1,-2,3,-22,i,-2,2,2,O=C(Nc1c[nH]c(=O)[nH]c1=O)c1cccc([N+](=O)[O-])c1
-0.8,5,-3.0,0,8,-16,i,-4,4,-4,NC(=O)CN(c1ccc([N+](=O)[O-])cc1)S(=O)(=O)c1ccccc1
-0.1,-107,1.4,1,-3,-5,·,10,1,-4,OCCCc1nc2n(n1)C(c1ccccc1Cl)C=C(c1cccs1)N2 (centres undefined)
0.3,6,-1.1,0,1,2,i,-3,12,-7,CC1CCN(C(=O)CSc2nnc(CNC(=O)COc3ccc(Cl)cc3)o2)CC1
0.1,-10,-1.9,2,31,6,i,0,11,-4,COc1ccc(-c2cc3c(=O)n(CC(=O)NCc4ccc(F)cc4)ncn3n2)cc1
-0.2,-37,1.1,-1,-13,4,i,-9,28,6,CCOC(=O)c1cc2nc(Nc3ccc(OC)cc3)sc2s1
-0.2,-9,-2.2,-3,2,1,i,3,-20,-4,CCc1nnc(NC(=O)CSc2nnc(-c3ccccc3O)n2CC)s1

The list goes on.
Tb MetRS inh,NRP1-CendR mod,LMPTP inh,STEP inh,DNMT1 block,SUMO1 PPI mod,Neddyl block,NadD inh,SKN-1 block,Scp1 inh,Structure
-0.3,-4,0.7,·,·,3,i,7,12,·,CCCCn1nnnc1C(c1ccccc1)N1CCN(c2ccccc2)CC1 (centres undefined)
-0.6,-6,-2.5,-1,3,5,i,-6,16,-7,COc1ccc(NC(=O)CN(C)C(=O)c2cc(C)on2)cc1
-0.5,13,4.4,·,·,11,i,-7,-1,·,CCOC(=O)[C@]12CCC=C1N(Cc1ccc(Cl)cc1Cl)C(=O)[C@H](CC(=O)NCc1ccccc1)C2
-0.6,15,-0.8,11,-3,0,i,-3,15,3,Cc1ccc2c(c1)NC(=O)C(CC(=O)NCCCN1CCN(c3cc(C)ccc3C)CC1)O2 (centres undefined)
-0.2,3,1.5,1,2,-1,i,-5,3,-2,COCCSc1nnc(NC(=O)C2CC(=O)N(C3CCCC3)C2)s1 (centres undefined)
-0.6,7,-1.1,-1,2,3,i,-8,0,-14,O=c1oc(Cc2ccccc2)nc2ccccc12

Screening results (PubChem BioAssay)

Outcome played no part in choosing rows; 4.6% or so of the library scored in one or more.
